Screening results: PubChem, several laboratories
KLK5 inh: blocks human kallikrein 5 protease activity | Q9Y337 | recombinant hK5, fluorogenic AMC substrate cleavage | inhibition, % at 5 µM | actives 0.59% (n = 210,000);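 active means inhibition of 40% or more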;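 further: 0% = enzyme controls without compound and 100% = no-enzyme blanks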
Target sequence (Q9Y337 67-293 limits assumed): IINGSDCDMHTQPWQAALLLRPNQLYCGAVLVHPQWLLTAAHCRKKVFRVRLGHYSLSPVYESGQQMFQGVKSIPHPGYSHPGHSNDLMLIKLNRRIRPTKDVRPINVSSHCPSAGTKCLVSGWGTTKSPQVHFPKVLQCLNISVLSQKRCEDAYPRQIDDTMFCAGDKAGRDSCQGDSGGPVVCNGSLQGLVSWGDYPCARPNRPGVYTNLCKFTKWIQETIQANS
Mdm2 ligase inh: blocks human Mdm2 ubiquitin ligase activity | cell-based MDM2 ubiquitination luciferase reporter, 2 h; 0 = plate control, 100 = twice control, blank-subtracted | signal enhancement, % at 5 µM | actives 0.11% (n = 210,000) | AID 1230;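 active means signal enhancement of 30% or more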;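 further: luminescence tracks abundance of the self-degrading MDM2-luciferase fusion protein; higher signal means inhibition of MDM2 E3 ligase activity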
Target sequence (Q00987 whole entry, looked up, the tested form may be a part): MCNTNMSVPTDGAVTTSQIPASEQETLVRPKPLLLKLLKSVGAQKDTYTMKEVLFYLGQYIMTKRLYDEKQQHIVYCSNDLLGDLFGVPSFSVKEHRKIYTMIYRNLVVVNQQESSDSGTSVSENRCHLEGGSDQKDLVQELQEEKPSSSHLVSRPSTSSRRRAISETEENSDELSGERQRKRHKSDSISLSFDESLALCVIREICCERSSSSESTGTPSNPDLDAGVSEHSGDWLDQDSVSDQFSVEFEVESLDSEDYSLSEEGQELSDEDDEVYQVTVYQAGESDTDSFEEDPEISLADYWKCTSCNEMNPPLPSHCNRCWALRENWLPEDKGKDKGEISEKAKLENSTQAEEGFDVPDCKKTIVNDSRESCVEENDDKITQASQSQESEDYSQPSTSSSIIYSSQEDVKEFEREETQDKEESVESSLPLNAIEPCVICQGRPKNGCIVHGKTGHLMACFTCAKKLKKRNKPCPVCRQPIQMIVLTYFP
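test system = mammalian cells stably expressing self-ubiquitinating, self-degrading MDM2 E3–luciferase fusion | quantity = 2000 cells/well | incubation = cell settling 4 h, compound treatment 2 h, both 37 °C | signal = luminescence with SteadyLite reagent, 15 min at room temperature | evaluation = % enhancement relative to plate controls after blank subtraction | benchmarks = plate controls and plate blanks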
eIF4E-4G inh: blocks eIF4E binding to eIF4G | inhibition, % at 21.7 µM | P63073+Q04637 | actives 0.37% (n = 220,000) | TR-FRET eIF4E-eIF4GI(517-606) binding, 2 h;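 active means inhibition above about 30%, limit read from the data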;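 further: 0% = full FRET control wells and 100% = background wells lacking eIF4GI fragment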
FXIa inh: factor XIa (human) inhibition; P03951; purified FXIa, Boc-Glu-Ala-Arg-AMC fluorogenic substrate; inhibition, % at 5 µM; actives 0.14% (n = 220,000); AID 798;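 active means inhibition of at least 40%; inactive means inhibition below 40%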;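 further: fluorescence of freed AMC excited at 355 nm; 0% = enzyme without compound and 100% = no enzyme blank; many of its hits are not listed in these tables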
Wee1 degr inh: blocks degradation of human Wee1 kinase; P30291; HeLa Luc-Wee1K328M stability, luciferase luminescence; 100% = proteasome inhibitor MG132 effect; reporter increase, % at 5 µM; actives 1.2% (n = 220,000);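 active means activation above the mean of all tested compounds plus 3 SD, set per screening run, cut at about 8.8% in these data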;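 further: cells exposed to compound for 20 h before luminescence read; 0% = DMSO alone and 100% = MG132 at 30 µM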
14-3-3 Bad inh: disrupts binding of bovine 14-3-3 zeta to phospho-Bad peptide; P63103; TR-FRET 14-3-3zeta/Dy647-pBad peptide displacement, 1 h; inhibition, % at 21.7 µM; actives 0.71% (n = 220,000);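 active means inhibition above about 70%, limit read from the data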;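 further: 0% = full 14-3-3 plus peptide FRET controls and 100% = background without 14-3-3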
Target sequence (P63103 whole entry, looked up): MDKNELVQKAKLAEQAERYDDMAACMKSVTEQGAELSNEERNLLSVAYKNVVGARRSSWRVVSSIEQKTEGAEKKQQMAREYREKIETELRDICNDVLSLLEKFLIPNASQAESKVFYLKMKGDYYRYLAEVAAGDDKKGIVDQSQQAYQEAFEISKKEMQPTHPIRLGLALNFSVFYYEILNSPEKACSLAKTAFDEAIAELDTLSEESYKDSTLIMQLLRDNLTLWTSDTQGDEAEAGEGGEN
FXIIa inh: factor XIIa (human) inhibition; P00748; purified FXIIa, Boc-QGR-AMC fluorogenic substrate, 2 h; inhibition, % at 5 µM; actives 0.3% (n = 220,000); AID 800; in the data active means inhibition above about 40%;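 further: 0% = enzyme with no compound and 100% = blank without enzyme; many of its hits are not listed in these tables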
p97 ATPase inh: inhibitors of human p97 ATPase. P55072. recombinant p97 ATPase, Kinase-Glo ATP luminescence, 3 h. inhibition, % at 8 µM. actives 0.42% (n = 220,000); in the data active means inhibition above about 15%;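 further: 0% = DMSO vehicle and 100% = wells lacking enzyme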
Rad51 HR inh: blocks human Rad51 in homologous recombination; Q06609; hRad51 DNA strand exchange, fluorescence dequenching; inhibition, % at 10 µM; actives 0.085% (n = 200,000);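 active means inhibition above 40% at the single screening dose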;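 further: 0% = DMSO control wells and 100% = blanks with heterologous ssDNA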
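Test system: preformed human Rad51 ssDNA filaments. Compound dosing: single dose, 10 µM final compound. Incubation: filaments 15 min 37 °C, then compound 30 min. Technique: FRET fluorescence dequenching, excitation 485 nm, emission 520 nm. Read-out basis: percent inhibition from fluorescence, normalised to plate control and blank means. Benchmarks: plate controls and plate blanks.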
Starred values were filed as active, the others as inactive; . = not tested or not shown; [ ] = remark or other dose.

Preview, two compounds:
item	canonical_smiles	KLK5 inh	Mdm2 ligase inh	eIF4E-4G inh	FXIa inh	Wee1 degr inh	14-3-3 Bad inh	FXIIa inh	p97 ATPase inh	Rad51 HR inh
1	CCCCN1c2cc(C)c(O)cc2C(C(=O)OCC)C1C (stereo not drawn)	-0.6	-3.7	.	4.2	-1.1	.	15.1	0.6	1.2
2	CC1C(=O)CC(c2ccc([N+](=O)[O-])cc2)NC1c1ccc([N+](=O)[O-])cc1 (stereo not drawn)	4.8	-3.6	1.6	2.3	-2.5	2.1	11.3	0.3	-3.4

All compounds of this part, from the first entry:
item	canonical_smiles	KLK5 inh	Mdm2 ligase inh	eIF4E-4G inh	FXIa inh	Wee1 degr inh	14-3-3 Bad inh	FXIIa inh	p97 ATPase inh	Rad51 HR inh
1	CCCCN1c2cc(C)c(O)cc2C(C(=O)OCC)C1C (stereo not drawn)	-0.6	-3.7	.	4.2	-1.1	.	15.1	0.6	1.2
2	CC1C(=O)CC(c2ccc([N+](=O)[O-])cc2)NC1c1ccc([N+](=O)[O-])cc1 (stereo not drawn)	4.8	-3.6	1.6	2.3	-2.5	2.1	11.3	0.3	-3.4
3	CCSc1ccccc1C(=O)NCc1ccc(S(N)(=O)=O)cc1	3.5	-2.0	-5.4	3.7	-1.4	-0.1	-3.0	5.0	-10.4
4	O=c1[nH]c2cc3c(cc2cc1C(c1nnnn1CC1CCCO1)N1CCCCCC1)OCO3 (stereo not drawn)	-29.8	-12.5	-1.7[fluorescence artefact?]	-4.3	2.4	-6.7	-2.6	0.6	-3.2
5	CC(=O)N(c1ccccc1)C(C)c1nc(C#N)c(C#N)nc1C (stereo not drawn)	-7.6	-10.9	9.7	3.8	-3.3	-7.1[fluorescence artefact?]	15.7	-1.5	21.2
6	CCC1SC(CC)C(=O)N(CC(=O)NC2CCCCC2)C1=O (stereo not drawn)	16.9	-15.9	-4.5	26.0	2.6	2.9	101.3*	-4.2	-8.9
7	O=C(O)CCCC(=O)Nc1ccccc1C(=O)O	-4.8	-17.9	10.3[fluorescence artefact?]	6.2	0.1	21.7	18.0	6.9	-0.6
8	Cc1cc(C(=O)Nc2ccccc2C(F)(F)F)no1	5.7	-2.7	2.4	-2.4	-0.8	0.4[fluorescence artefact?]	6.0	0.6	1.4
9	O=C(N/N=C/c1ccc(OC(F)F)cc1)c1cccc(S(=O)(=O)N2CCOCC2)c1	-1.9	6.2	-1.2	-0.1	0.8	-27.0	8.6	0.3	10.4
10	COc1ccc(-c2c(C#N)c(N)n(N)c(=O)c2C#N)cc1Cl	24.1	-27.7	0.2	0.9	-1.1	-21.6	7.4	-2.8	0.6
11	COc1ccc(S(=O)(=O)c2ccc(O)cc2)cc1	-8.2	-12.5	-3.9	7.8	-1.5	-10.3	11.1	-0.8	3.5
12	O=C(NCc1ccco1)C12CN(Cc3ccccc3)CC1C(c1cccc([N+](=O)[O-])c1)=NO2 (stereo not drawn)	-8.7	-9.8	-6.4	0.7	-1.7	6.2	14.1	2.6	-1.5
13	COc1cccc(-n2cnc3sc(C)c(C)c3c2=O)c1	-18.9	-2.1	8.6	0.5	-0.4	-17.9	15.9	-1.1	-6.2
14	Cc1ccc(N2CC(=O)Nc3c(oc4nc(-c5ccccc5)cc(C)c34)C2=O)cc1	-2.3	-4.3	-0.2	0.1	4.7	1.6	8.5	0.7	25.0
15	CCOC(=O)C1=C(C)Nc2nc(SCc3cccnc3)nn2C1c1ccc(OC)cc1 (stereo not drawn)	-22.9	-9.1	-5.2	0.5	-2.2	5.6	6.6	2.8	-1.1
16	O=C(CSc1nnc(-c2ccccc2)o1)NCC1CCCCC1	7.6	0.1	-0.6	4.1	1.9	4.3	18.8	-1.6	-0.8
17	COc1ccccc1NC(=O)C1CCCCN1S(=O)(=O)c1ccc(F)cc1 (stereo not drawn)	-2.5	-9.1	6.2	-3.2	-3.6	-0.2	11.1	-3.4	-1.6
18	CN(C)CCNc1ccc(Cl)cc1[N+](=O)[O-]	-15.3	1.6	13.9	6.2	6.4	-9.9	19.5	3.2	3.4
19	N=C1C(c2ccccc2)=C(O)CN1c1cccc(S(N)(=O)=O)c1	-21.8	.	-0.7[fluorescence artefact?]	4.1	2.9	1.8	8.4	6.3	.
20	CC(=O)c1cc(C(c2csc(C(C)=O)c2)c2csc(C(C)=O)c2)cs1	-5.7	.	5.7[fluorescence artefact?]	0.4	-0.6	6.1	-6.1	3.2	-0.9
21	O=C(CCc1nc(-c2ccccc2F)no1)Nc1ccc(Oc2ccccc2)cc1	2.1	6.0	2.5	-0.1	-2.5	-8.3	0.2	-6.5	11.8
22	NC(=O)Cc1nc(-c2ccccc2)cs1	-4.4	-4.8	1.8[fluorescence artefact?]	8.4	-1.1	-3.0	5.1	0.5	-2.2
23	CCN(CC)S(=O)(=O)c1ccc(Cl)c(NC(=O)c2ccc(C#N)cc2)c1	-13.4	-2.5	12.1	0.2	-0.6	3.2	1.9	1.1	13.0
24	Cc1ccc(NC(=O)c2oc3ccccc3c2NC(=O)C2CCCO2)cc1C (stereo not drawn)	9.7	-0.6	-0.5	-1.7	-0.9	-5.9	6.1	1.9	.
25	O=C(O)/C=C/c1cn(-c2ccccc2)nc1-c1cccc([N+](=O)[O-])c1	3.2	-10.9	0.0	2.7	3.3	-5.2	10.9	4.0	1.0
26	CC1CN(CCOc2ccccc2-c2ccccc2)CC(C)O1 (stereo not drawn)	-13.9	-2.4	2.1[fluorescence artefact?]	2.9	1.1	31.3[fluorescence artefact?]	12.2	2.1	28.6
27	COc1cc(OC)cc(-c2nnc(Nc3nc4c(F)cccc4s3)o2)c1	-355.6	-3.4	16.3[fluorescence artefact?]	-5.1	1.7	23.8[fluorescence artefact?]	-8.7	4.0	4.0
28	COc1ccc(C(=O)CSc2nnc(NC(=O)C3CC(=O)N(c4cccc(OC)c4)C3)s2)cc1 (stereo not drawn)	-13.9	7.4	-6.0	4.9	-1.8	-6.3[fluorescence artefact?]	10.6	6.7	2.2
29	CCN(CC)CCN(C(=O)C1=COCCO1)c1nc2cc3c(cc2s1)OCO3	-19.1	-23.8	-1.6	-8.8	-4.1	-8.6	-2.6	2.8	17.7
30	Cc1cccc(C2c3[nH]c4ccccc4c3CCN2C(=O)c2ocnc2C)n1 (stereo not drawn)	-11.8	-8.6	0.5	-0.4	4.0	-9.4	9.7	-1.3	12.2
31	C=CCOc1ccc2cccc(/C=N/NC(=O)c3cc4cc([N+](=O)[O-])ccc4s3)c2c1	-2.6	-9.3	-16.0	4.4	-0.4	16.6	14.8	-3.6	-4.6
32	CCOC(=O)N1CCC(NC(=O)CCC(=O)N2CC(C)Oc3ccc(Cl)cc32)CC1 (stereo not drawn)	2.9	-1.4	9.2	1.0	-0.2	-3.8	3.4	-5.8	-2.1
33	O=C(CCC1CCCN(Cc2ccncc2)C1)NCc1ccc(F)c(F)c1 (stereo not drawn)	-9.1	-8.3	0.4	-6.7	-2.1	-7.9	6.0	-3.2	.
34	Cc1cccc(C)c1NC(=S)NN1CCN(C)CC1	15.6	-5.6	-6.3	-8.0	2.9	-3.2	2.8	-0.7	7.0
35	COc1ccc(N2C(=O)/C(=C/c3ccc([N+](=O)[O-])cc3)C=C2c2ccccc2)cc1	2.0	-26.9	-2.5	-3.6	0.6	-1.6	7.6	-0.5	1.2
36	CCN(CC)S(=O)(=O)c1ccc(O)c(C(=O)OCC(=O)Nc2cc(C)c(C)cc2[N+](=O)[O-])c1	-10.3	-1.0	0.7	-1.7	-3.1	0.0	2.5	-3.3	-5.5
37	COCCCN(Cc1ccco1)C(=O)Cn1ncc2c(=O)oc3ccc(C)cc3c21	-3.4	-6.3	-2.3	-1.8	-3.1	7.0	10.9	-3.8	.
38	COc1cc2c(cc1OC)CN(Cc1cccs1)CC2	-4.8	7.3	0.4	-3.0	2.2	73.8*	-4.7	5.4	-2.8
39	O=C(NCc1cccnc1)C(=O)NCC1OCCN1S(=O)(=O)c1ccccc1 (stereo not drawn)	-5.1	.	-1.6	-4.3	-0.7	2.2	-6.2	0.5	1.8
40	CC1CCCCN1c1nc(-c2ccncc2)nc2ccccc12 (stereo not drawn)	-10.1	-6.7	0.3	1.5	-1.1	-1.7	22.0	-4.2	-1.4
41	Cn1c(COc2ccccc2)nnc1SCC(=O)Nc1ccc(N2CCOCC2)c(Cl)c1	3.2	4.8	.	-6.6	4.5	.	7.8	-7.7	2.1
42	CCCOC(=O)/C(=C\C=C\c1ccccc1)NC(=O)c1ccccc1	0.0	11.8	-2.0	-5.0	1.7	-3.0	2.4	-0.7	-2.4
43	Cc1ccc(S(=O)(=O)N/N=C\c2ccc3c(c2)OCO3)cc1	-13.0	4.2	14.1	-1.2	-2.8	-14.8	8.8	15.9*	4.2
44	Cc1cc(N2CCN(C)CC2)nc2ccc(NC(=O)c3ccc(Br)o3)cc12	-6.0	-8.3	-9.5	1.4	-3.4	3.4[fluorescence artefact?]	15.3	-4.8	-3.1
45	Cc1ccc(C)c(S(=O)(=O)N2CCN(C(=O)Cn3c(C(F)(F)F)nc4ccccc43)CC2)c1	-2.8	-17.2	-3.0	0.8	7.5	8.1	5.5	1.7	2.0
46	CC1(C)CC(NC(=O)CC2CCCCC2)CC(C)(C)N1	-3.1	-21.1	-6.4	5.1	0.4	2.6	15.2	-0.8	2.0
47	O=C(NCc1ccc2c(c1)OCO2)c1ccc(N2C(=O)C3CCCCC3C2=O)cc1 (stereo not drawn)	-10.6	-7.0	6.2	-2.0	-2.1	-18.9[fluorescence artefact?]	-8.6	0.4	6.9
48	O=C(NC(=S)NCCc1ccccn1)c1ccco1	-4.5	0.8	2.6	-6.8	1.2	-0.3	.	-0.8	-2.5
49	CC(=O)N(c1ccccc1Cl)S(=O)(=O)c1ccc(Cl)cc1	-0.6	13.8	1.6	-2.9	-0.8	0.2	4.9	-2.2	-4.1

Down the list, quoted from above.
Nos. 41 to 48 in eIF4E-4G inh: ., -2.0, 14.1, -9.5, -3.0, -6.4, 6.2, 2.6
Nos. 41 to 48 in 14-3-3 Bad inh: ., -3.0, -14.8, 3.4[fluorescence artefact?], 8.1, 2.6, -18.9[fluorescence artefact?], -0.3
